Source: PubChem
HEK cytotox: HEK 293 cell cytotoxicity. Potency, µM (highest dose often 115 µM), for inactives: top-dose activity change, negative = cytotoxicity, most hits filed as inhibitors. 6.6% of 94,000 active. AID 1345083. HEK 293 viability, ATP luminescence (CellTiter-Glo), 48-72 h; also: potency is read from the fitted curve at half-maximal effect; nearly all actives have a fitted effect of over 60% in size
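Pintool-delivered compounds were incubated with HEK 293 cells (250 cells/well) at 37 degree Celsius for 48 or 72 hr. ATP-dependent luminescence (CellTiter-Glo) then reported remaining viable cells.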
SNCA expr inhib: inhibitors of alpha-synuclein (SNCA) gene expression; HEK-293 SNCA-luciferase knock-in, luminescence, 24 h; Potency, µM (series often up to 57.2 µM), inactives show at the highest dose activity change, negative = inhibition, usual class: inhibitors; 0.17% of 140,000 active; AID 1671194;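 also: potency is read from the fitted curve at half-maximal effect; plate controls were DMSO cells for no effect and cell-free wells for full effect; nearly all actives have a fitted effect of over 45% in size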
SNCA viab count: cell viability loss counter-screen. HEK-293-SNCA-luc viability, GF-AFC fluorescence, 24 h. Potency, µM (top dose mostly 57.1 µM), for the others: at the top dose activity change, negative = cytotoxicity, hits mostly cytotoxic. 0.12% of 150,000 active;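 also: potency is read from the fitted curve at half-maximal effect; 0% = DMSO-treated cells and -100% = medium-only wells without cells; nearly all actives have a fitted effect of over 30% in size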
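Cytotoxicity counterscreen: after 24 h compound treatment of genome-edited SNCA-luciferase HEK-293 cells, live-cell protease substrate GF-AFC read by fluorescence after 30 min; activity scaled between DMSO (0%) and medium-only (-100%), curves Hill-fitted.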
3T3 cytotox: kills NIH 3T3 cells; NIH 3T3 viability, CellTiter-Glo ATP luminescence, 48-72 h; Potency, µM (top dose mostly 96.7 µM), for inactives: at the top dose activity change, negative = cytotoxicity, actives largely listed as inhibitors; 4.3% of 94,000 active; AID 1345082; also: potency is read from the fitted curve at half-maximal effect; nearly all actives have a fitted effect of over 55% in size
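Viability of NIH 3T3 cells after 48 or 72 hr compound treatment at 37 °C was assessed by CellTiter-Glo, with luminescence imaged following a 10 min room-temperature step.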
Luciferase inh: Photinus pyralis luciferase inhibition. 2.5% of 76,000 active. Potency, µM (highest dose often 115 µM), inactives show at the highest dose activity change, negative = inhibition, most hits filed as inhibitors. purified P. pyralis luciferase, luminescence, biochemical. P08659. AID 1347043; also: potency is read from the fitted curve at half-maximal effect; nearly all actives have a fitted effect of over 65% in size
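FLuc 10nM, D-luciferin 10uM, ATP 10uM, Mg acetate 10mM, Tris acetate pH 7.5, Tween/BSA; cpd qHTS; enzyme added last; CCD luminescence.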
GPT2 inhibitor: GPT2 alanine aminotransferase inhibition. Recombinant GPT2, coupled pyruvate oxidase/HRP Amplex Red fluorescence. Potency, µM (doses to about 57.7 µM), for inactives: at the top dose activity change, negative = inhibition, actives largely listed as inhibitors. 0.25% of 100,000 active; also: potency is read from the fitted curve at half-maximal effect; nearly all actives have a fitted effect of over 60% in size; many of its hits are not listed in these tables
Target sequence (Q8TD30 whole entry, looked up): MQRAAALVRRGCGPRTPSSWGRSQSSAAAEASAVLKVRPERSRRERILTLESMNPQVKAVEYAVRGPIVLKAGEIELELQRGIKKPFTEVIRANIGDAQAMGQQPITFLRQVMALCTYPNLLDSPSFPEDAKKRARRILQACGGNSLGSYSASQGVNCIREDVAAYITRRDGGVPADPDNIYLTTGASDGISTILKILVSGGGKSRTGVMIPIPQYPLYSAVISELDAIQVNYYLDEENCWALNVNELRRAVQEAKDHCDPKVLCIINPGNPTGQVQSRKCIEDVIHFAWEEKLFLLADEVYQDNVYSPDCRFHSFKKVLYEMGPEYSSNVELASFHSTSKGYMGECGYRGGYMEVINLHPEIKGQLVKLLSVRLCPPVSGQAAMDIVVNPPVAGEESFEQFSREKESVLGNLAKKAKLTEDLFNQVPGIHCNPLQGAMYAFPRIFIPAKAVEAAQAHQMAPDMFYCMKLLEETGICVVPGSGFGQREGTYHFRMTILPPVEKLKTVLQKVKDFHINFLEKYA
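Recombinant GPT2 (10ng/uL) with 250uM a-KG and 2mM L-alanine, 30 min at room temperature, in HEPES pH 7.5 buffer. Pyruvate detected by pyruvate oxidase/HRP/Amplex Red fluorescence after 30 min in the dark; AOA (50uM) as positive control.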
IP6K1 inhibitor: blocks human inositol hexakisphosphate kinase 1. IP6K1 kinase, ADP-Glo luminescence, 2 h; stronger effect = lower value. 0.81% of 140,000 active. activity change, % (series mostly up to about 58 µM). AID 1645851; in the data active = activity change below about -25%
Target sequence (Q92551 whole entry, looked up): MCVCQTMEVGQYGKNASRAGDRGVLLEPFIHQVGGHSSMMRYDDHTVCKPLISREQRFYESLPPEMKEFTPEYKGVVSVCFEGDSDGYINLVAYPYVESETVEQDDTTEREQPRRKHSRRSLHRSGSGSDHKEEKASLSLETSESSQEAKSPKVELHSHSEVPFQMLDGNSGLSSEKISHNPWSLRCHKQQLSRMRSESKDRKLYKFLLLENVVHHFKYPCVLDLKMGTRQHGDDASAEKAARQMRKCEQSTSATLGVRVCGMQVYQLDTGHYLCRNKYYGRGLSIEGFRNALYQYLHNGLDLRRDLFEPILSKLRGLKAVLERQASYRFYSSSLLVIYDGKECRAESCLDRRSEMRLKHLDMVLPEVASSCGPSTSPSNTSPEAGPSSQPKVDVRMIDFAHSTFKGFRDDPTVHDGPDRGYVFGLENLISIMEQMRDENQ
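ADP-Glo luminescence measures ADP made by human IP6K1 during a 2 h RT reaction with ATP/IP6 (mix at 1.3 mM/130 uM); top library doses 57.5 and 19.1 uM final.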
The depositor's hits bear a star; i = inactive; ? = inconclusive; . = no result given; [ ] = remark or other dose. Unless noted, calls follow the shape of the dose curve; as a rule, active = well fitted curve in the direction sought with a large enough effect; inconclusive = small, poorly fitted or top-dose-only effect, or another doubt; inactive = no such curve, though single readings can be large; an effect the other way counts as inactive or inconclusive. Unless noted, % is scaled to controls: 0 for no effect and ±100 for the full control effect.

The opening 4 entries, to show the layout:
SMILES	HEK cytotox	SNCA expr inhib	SNCA viab count	3T3 cytotox	Luciferase inh	GPT2 inhibitor	IP6K1 inhibitor
COCCCNC(=O)C1c2ccccc2C(=O)N(Cc2ccccc2)C12CCCC2 (configuration not stated)	8%	2%	-17%	0%	4%	i	13
Cc1cc(OCC(O)CN2CCN(c3cccc(Cl)c3)CC2)ccc1Cl (configuration not stated)	.	23%	5%	.	.	.	-21
O=C(NCC1CC1)c1ccc2nnc(CC3CC3)n2c1	-5%[172 µM]	-3%[87.6 µM]	5%[87.6 µM]	-24%[138 µM]	.	-26%[88.5 µM]	-10
Cc1ccc(NC(=O)Cn2c(SCc3cccc(F)c3)nc3ccncc32)c(C)c1	.	-1%	-17%	.	.	.	-12

All compounds of this part (from the top)
SMILES	HEK cytotox	SNCA expr inhib	SNCA viab count	3T3 cytotox	Luciferase inh	GPT2 inhibitor	IP6K1 inhibitor
COCCCNC(=O)C1c2ccccc2C(=O)N(Cc2ccccc2)C12CCCC2 (configuration not stated)	8%	2%	-17%	0%	4%	i	13
Cc1cc(OCC(O)CN2CCN(c3cccc(Cl)c3)CC2)ccc1Cl (configuration not stated)	.	23%	5%	.	.	.	-21
O=C(NCC1CC1)c1ccc2nnc(CC3CC3)n2c1	-5%[172 µM]	-3%[87.6 µM]	5%[87.6 µM]	-24%[138 µM]	.	-26%[88.5 µM]	-10
Cc1ccc(NC(=O)Cn2c(SCc3cccc(F)c3)nc3ccncc32)c(C)c1	.	-1%	-17%	.	.	.	-12
COC1C(=O)N(c2cccc(F)c2)C12CCN(C(=O)Nc1ccccc1F)CC2 (configuration not stated)	-6%	82%[activator]	8%	-8%	-16%	i	-7
CN1CCC(CCNC(=O)C2CCCN(S(=O)(=O)c3ccccc3)CCC(=O)NCC2)CC1 (configuration not stated)	i	-4%	3%	0%	-18%	i	-3
COCCCn1c(=O)c2sccc2n2c(CCCC(=O)Nc3cccc(OC)c3)nnc12	.	10%	-15%	.	.	.	16
O=C(C1CCCN1C(=O)c1ccc(Cl)nc1)N1CCC(N2CCCC2=O)CC1 (configuration not stated)	4%	1%	-17%	-1%	.	i	16
CCOc1ccccc1C(=O)N1C[C@@H](CO)[C@H](c2nc(C3CC3)no2)C1	-24%	11%	3%	-12%	-13%	-4%	-10
O=C(Nc1cccc(C(F)(F)F)c1)c1nnn2c1CN(Cc1ccccc1F)C(=O)CC2	?	-16%	-3%	?	2%	i	-14
O=C1N(C2CCOCC2)C[C@H]2CN(S(=O)(=O)c3ccccc3)CCN12	i	12%[87.6 µM]	4%[87.6 µM]	i	4%[172 µM]	3%[88.5 µM]	3
CC(=O)Nc1cccc(-c2ccnc(-c3nnc(C)n3Cc3ccccc3)c2)c1	?	57%[activator][87.6 µM]	-3%[87.6 µM]	?	50µM*	-6%[88.5 µM]	23
CCN(Cc1ccncc1)C(=O)[C@@H]1CCCN(Cc2ccccc2)[C@@H]1COC	i	36%[activator]	-16%	-10%	.	i	4
COCCNC(=O)c1ccc2c(c1)N(C)C(CC(=O)NCCO)CO2 (configuration not stated)	i	5%	5%	i	-4%	i	2
CCc1nc(-c2c3n(c(=O)n(CC(=O)Nc4ccc(OC)cc4)c2=O)CCCCC3)no1	0%	8%	-11%	-7%	1%	1%	40
OCc1ccccc1O[C@@H]1O[C@H](CO)[C@@H](O)[C@H](O)[C@H]1O	.	.	13%	.	.	i	16
O=C1NC2(CCCN(Cc3ccc(C(F)(F)F)cc3)C2)Oc2ccccc21 (configuration not stated)	?	?	-11%	?	-2%	-22%	31
CC(C)CNC(=O)c1ccc2c(c1)N(S(=O)(=O)c1ccccc1F)CC2	?	-11%	-5%	?	-2%	i	-4
O=C1CCN(Cc2ccncc2)CCCC(C(=O)N2CCc3ccccc32)CCN1 (configuration not stated)	-20%	0%	0%	-17%	2%	i	-5
COc1ccc(-c2nc(C)nc3c2CN(C(=O)c2ccc(C(F)(F)F)cc2)CC3)cc1	-17%	9%	-26%	-25%	-1%	i	2

Part of the list above, limited to IP6K1 inhibitor.
molecule	IP6K1 inhibitor
Cc1ccc(NC(=O)Cn2c(SCc3cccc(F)c3)nc3ccncc32)c(C)c1	-12
CCN(Cc1ccncc1)C(=O)[C@@H]1CCCN(Cc2ccccc2)[C@@H]1COC	4

(next part)
SMILES	HEK cytotox	SNCA expr inhib	SNCA viab count	3T3 cytotox	Luciferase inh	GPT2 inhibitor	IP6K1 inhibitor
CC(C)(C)C(=O)N[C@H]1CO[C@H]2[C@@H]1OC[C@@H]2Nc1nccc(-c2ccc(-c3ccccc3)cc2)n1	?	-2%	13%	-30%	-19%	-42%	-10
COc1cc2c(C(=O)N3CCN(c4cc(Cl)ccc4C)CC3)cn(CC(C)C)c(=O)c2cc1OC	.	-2%	-3%	.	.	.	-7
CN(C)CCN(C)[C@@H]1[C@H](O)[C@H](CO)O[C@@H]1CNC1CCOCC1	i	-35%[87.6 µM]	-1%[87.6 µM]	i	-6%[172 µM]	-2%[88.5 µM]	-11
CCOCC1(C)COc2ccc(C(=O)Nc3cccc(Cl)c3)cc2N1 (configuration not stated)	63µM*	-35%[87.6 µM]	?	40µM*	20µM*	-35%[88.5 µM]	13
COc1ccc(-c2onc(C)c2C)cc1S(=O)(=O)NCc1cccs1	.	-9%	3%	.	.	.	42
CCc1nnc(NC(=O)CSCc2cc(=O)c3ccc(C)cc3[nH]2)s1	.	-7%	9%	.	.	.	-13
COc1cccc(CCC(=O)NCCn2ccn3nc(-c4cccc(OC)c4)cc3c2=O)c1	?	23%	-8%	?	8.9µM*	i	-20
c1cc2c(cc1CN1CCCCCC1)CNCCO2	-28%	18%	-13%	?	-14%	-9%	-1
CSc1cccc(NC(=O)CN2C(=O)NC3(CCS(=O)(=O)CC3)C2=O)c1	-3%	46%[activator]	-7%	-7%	-9%	1%	-8
CCOC(=O)c1[nH]c2ccccc2c1NC(=O)c1c(F)cccc1F	.	46%[activator]	7%	.	.	.	-4
CN1CCN(S(=O)(=O)c2ccc(-c3cnc(N)c(C(=O)Nc4cccnc4)n3)cc2)CC1	.	.	1%[23.9 µM]	.	.	i	-21
COc1cccc(CN2CCCCCNC(=O)CC2c2ccccc2)c1OC (configuration not stated)	?	-11%	0%	?	-6%	-19%	5
O=C1CC2(CCN(C(=O)C3CCN(C(=O)Cc4cccc(Cl)c4)CC3)CC2)Oc2ccccc2N1	40µM*	-26%	-9%	?	.	i	2
COc1cccc(C(=O)N2CCC(C(NC(=O)c3cccs3)C(=O)NCC(C)C)CC2)c1 (configuration not stated)	-1%	12%	4%	-22%	-15%	i	37
O=C(c1ccccc1F)N1CCN(c2nccc(Nc3ccccc3F)n2)CC1	35µM*	35%[activator]	-2%	?	.	i	8
CCC(=O)N1CCc2cc(Br)cc(S(=O)(=O)CCC(=O)Nc3ccc(CC)cc3)c21	.	-6%	5%	.	.	.	3
CCc1nn(CC(=O)N(CC)Cc2ccccc2)c(=O)c2cc3occc3n12	.	9%	1%	.	.	.	-6
Cc1ccc(C(=O)N2CCC(F)(c3nc(-c4ccncc4)no3)CC2)s1	?	-15%	-1%	-24%	-3%	i	1
CCOc1ccccc1CNC(=O)CN1C(=O)CCc2cc(S(=O)(=O)N3CCCCC3)ccc21	.	10%	-11%	.	.	.	-11
CCn1ccc(C(=O)N2CC=C([C@H]3[C@@H](OC)C(=O)N3Cc3ccc(OC)cc3)CC2)n1	-29%	12%	1%	-34%	.	-9%	20
Cc1ccc(N2CC(NC(=O)c3ccc(S(=O)(=O)N4CCOCC4)cc3)CC2=O)cc1 (configuration not stated)	.	11%	0%	.	.	.	-7
CCCCCCNc1nc2c(c(=O)n(C)c(=O)n2C)n1Cc1cccc(C)c1	.	-9%	-9%	.	.	.	6
CCOC(=O)C1CCCN(C(=O)C2CCN(S(=O)(=O)c3c(C)noc3/C=C/c3ccccc3F)CC2)C1 (configuration not stated)	.	24%	8%	.	.	.	14
COc1ccc(NC(=O)N2CCCCC2c2n[nH]c(C)n2)cc1 (configuration not stated)	16%	1%	-1%	i	0%	-1%	0
COc1cccc(N2CCN(C(=O)c3c(C)oc4ncnc(N5CCCCC5)c34)CC2)c1	.	-17%	4%	.	.	.	-2
Cc1nc(-c2ccc(F)cc2)n(CC(=O)Nc2ccc(C(C)C)cc2)c(=O)c1CCO	?	?	-15%	?	-2%	-3%	1
O=c1n(Cc2ccc(F)c(F)c2)nc(C2CCNCC2)n1Cc1ccccc1	-20%	-15%	-3%	-27%	12%	0%	-3
CCOc1ccc(CCNS(=O)(=O)c2c(C)nc3sc(C)cn3c2=O)cc1OCC	.	-13%	-15%	.	.	.	16
COc1ccc(-c2ccc(C(=O)NCC(F)(F)F)c(Cl)c2)nn1	?	.	.	-24%[138 µM]	.	.	-4
CC(=O)N1Cc2ccccc2CC2(CCCN(C)C2)C1 (configuration not stated)	-6%[172 µM]	8%[87.6 µM]	2%[87.6 µM]	i	.	0%[88.5 µM]	-4
CC(C)(C)NC(=O)N1CC(n2cc(C(=O)NCc3ccccc3)nn2)C1	-11%	-17%	-5%	-13%	-4%	2%	9
Cc1nn(-c2ccccc2)c(Oc2ccccc2F)c1CCC(=O)NC(C)C	?	3%	1%	?	7%	i	0
O=C(c1ccc(C(F)(F)F)cc1)N1CCC(C(=O)N2CCC(c3ccccc3)CC2)CC1	45µM*	-25%	-18%	?	.	i	16
CC(N)(Cc1ccc(O)cc1)C(=O)O (configuration not stated)	.	5%	-2%	.	.	4%	.
COc1ccc(OC)c(NC(=O)C2CCN(S(=O)(=O)c3ccc(C)cc3)CC2)c1	.	18%	4%	.	.	.	-10
CC1CN(C(=O)Nc2ccc(C(=O)NCc3ccccc3F)cc2)c2ccccc2S1 (configuration not stated)	.	-13%	?	.	.	.	-8
CC(C)NC(=O)c1ccccc1OCC1CCCN(C2CCCC2)C1 (configuration not stated)	-11%	18%	1%	-21%	-7%	i	-3
Cc1ccc(Nc2ccnc(N3CCC(C(=O)N4CCN(C)CC4)CC3)n2)cc1	?	42%[activator]	9%[12.5 µM]	?	.	-6%	-17
O=C(C1Cn2cccc2C(=O)N1Cc1ccccc1)N1CCc2ccccc2C1 (configuration not stated)	-11%	-22%	-27%	-7%	-1%	i	0
COc1ccc(Cl)cc1Nc1nc2ccc(C(=O)c3ccccc3)cc2n2cnnc12	.	18%	10%	.	.	.	14
COc1ccc(F)cc1NC(=O)C1CCN(c2nc(-c3ccc(OC)c(OC)c3)no2)CC1	.	56%[activator]	-3%	.	.	.	-7
CN(C)C(=O)N1CCCC1c1nnc2n1CCNC2 (configuration not stated)	1%	12%	-2%	1%	.	-19%	6
CC(NC(=O)c1c2c(nc3ccccc13)C(=O)N(C1CCCCC1)C2)c1ccccc1 (configuration not stated)	.	0%	-22%	.	.	.	28
COc1ccc(-c2nc(CSCC(=O)N3CCN(c4ccc(F)cc4)CC3)c(C)o2)cc1	.	-25%	?	.	.	.	15
